HIF-2a inh: blocks HIF-2a reporter activity; inhibition, % at 18.8 µM; 786-0 RCC cells HIF-2a reporter, luciferase luminescence, overnight; 360,000 compounds, 0.72% hits;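 active = inhibition of the luminescence signal of 40% or more relative to plate controls, in a single-dose primary screen at 18.75 µM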
NR2E3 ag-1: human photoreceptor-specific nuclear receptor agonism; inhibition of corepressor binding, % at 3.98 µM; AID 602229; CHO-S Gal4-NCOR/VP16-NR2E3 two-hybrid, luciferase; 360,000 compounds, 0.35% hits;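 active = inhibition above the mean of all tested compounds plus 3 SD, cut at about 70% in these data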;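 also: 0% = DMSO with NR2E3 transfected cells and 100% = cells lacking NR2E3 construct; higher means lower luciferase signal from less NR2E3 corepressor binding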
Target sequence (Q9Y5X4 whole entry, looked up, the tested form may be a part): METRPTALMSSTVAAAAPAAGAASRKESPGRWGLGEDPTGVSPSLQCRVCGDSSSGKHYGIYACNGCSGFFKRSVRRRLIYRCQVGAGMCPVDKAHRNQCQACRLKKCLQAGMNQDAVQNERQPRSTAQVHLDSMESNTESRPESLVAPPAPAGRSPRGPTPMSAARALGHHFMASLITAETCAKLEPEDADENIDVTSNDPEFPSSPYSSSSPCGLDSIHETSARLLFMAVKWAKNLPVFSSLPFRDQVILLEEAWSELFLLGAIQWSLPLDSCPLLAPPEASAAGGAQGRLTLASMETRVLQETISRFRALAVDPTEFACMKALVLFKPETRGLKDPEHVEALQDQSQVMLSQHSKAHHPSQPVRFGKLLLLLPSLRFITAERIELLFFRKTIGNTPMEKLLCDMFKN
aDG glyco up: increases alpha dystroglycan glycosylation | Pro5-aDG cells, alpha-DG glycosylation AlphaScreen (IIH6); 0% Pro5, 100% B10-LARGE cell signal | activation, % at 10 µM | 360,000 compounds, 0.22% hits | AID 624168;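 active = activation of at least 8% versus controls, or a plate z-score of at least 8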;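 also: Pro5 are CHO cells carrying HIG-tagged alpha-DG that lacks glycosylation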
Vif imaging: inhibitors of HIV Vif; HEK293T cells, Vif self-association by quenched fluorescence, imaging, 24 h; inhibition, % at 7.49 µM; 340,000 compounds, 0.35% hits; AID 602346; in the data active = inhibition above about 50%, passing the limit was not always enough; inconclusive = no clear call, values can overlap the other calls; inactive = below about 31%; also: some results filed as inactive read as strong as hits
Granule exo inh: blocks lytic granule exocytosis; 360,000 compounds, 0.66% hits; inhibition, % at 10 µM; TALL-104 LAMP-1 surface exposure, flow cytometry; cells stimulated with thapsigargin and PMA; AID 651702;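 active = inhibition above about 55%, limit read from the data; inconclusive = no clear call, values can overlap the other calls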
CaV13 FRET inh: Disruptors of the CACNA1D IQ motif to Ca2+-dependent inactivation inhibitor domain association, primary screening, Förster resonance energy transfer in intact living …; inhibition, % at 12.3 µM; 340,000 compounds, 0.098% hits; AID 743397; HEK cells, CFP/YFP FRET ICDI-IQ, plate reader, 10 min; percent FRET-ratio fall versus neutral wells;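 active = mean replicate inhibition of at least 30% and at least 1% of replicates passing that level; inconclusive = only one of the two criteria is met; inactive = neither criterion is met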;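 also: 0% = median of the neutral control wells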
hiPSC survival: hiPSC single-cell survival enhancement | survival enhancement, % at 20 µM | 360,000 compounds, 0.044% hits | ATPlite luminescence; 100% = ROCK inhibitor wells, 0% = DMSO | AID 602274; in the data active = survival enhancement above about 18%;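 also: cells exposed to compounds for 16 hours before the ATP read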
NR2E3 ag-2: NR2E3 (human) agonism; 320,000 compounds, 0.12% hits; inhibition of corepressor binding, % at 4.78 µM; AID 2300; GST-NR2E3/biotin-RetCOR TR-FRET, 1536-well;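 active = percent inhibition above the cutoff of mean plus 3 SD of all tested compounds, set per screening campaign, cut at about 20% in these data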;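 also: 0% = DMSO wells and 100% = biotin wells as full block of FRET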
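Material: NR2E3–RetCOR corepressor complex / Amount: 1.35 nM GST-NR2E3 / Medium: Tris pH 7.5 / Compound: single nominal compound dose of 4.8 µM / Incubation: 5 h at 4 °C / Technique: TR-FRET, Eu(K)-anti-GST donor, streptavidin-D2 acceptor, ex 340, em 617/671 nm / Read-out basis: percent loss of FRET ratio relative to control wells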
PDI turbidity: blocks human protein disulfide isomerase activity; PDI insulin aggregation turbidity, A650, 90 min; P07237; 350,000 compounds, 0.052% hits; inhibition, % at 10 µM;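 active = mean inhibition across replicates of 30% or more, whatever share of single replicates reach that level; inconclusive = mean inhibition below 30% while every single replicate reaches 30%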;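 also: absorbance from insulin aggregation driven by PDI reduction with DTT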
Target sequence (P07237 whole entry, looked up): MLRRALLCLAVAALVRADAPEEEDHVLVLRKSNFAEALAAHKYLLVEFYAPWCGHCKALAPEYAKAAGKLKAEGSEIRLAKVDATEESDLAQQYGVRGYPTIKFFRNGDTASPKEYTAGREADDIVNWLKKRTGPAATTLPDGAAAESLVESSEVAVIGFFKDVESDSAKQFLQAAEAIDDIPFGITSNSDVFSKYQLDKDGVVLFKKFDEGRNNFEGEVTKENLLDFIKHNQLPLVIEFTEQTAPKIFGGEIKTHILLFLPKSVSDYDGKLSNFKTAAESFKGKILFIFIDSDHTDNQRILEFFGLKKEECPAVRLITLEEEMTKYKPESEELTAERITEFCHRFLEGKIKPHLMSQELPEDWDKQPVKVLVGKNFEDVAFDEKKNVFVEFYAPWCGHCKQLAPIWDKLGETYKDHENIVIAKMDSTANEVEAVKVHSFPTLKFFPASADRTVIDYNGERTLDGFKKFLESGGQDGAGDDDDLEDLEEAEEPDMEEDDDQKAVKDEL
Peg3 promoter: Peg3 promoter activity inhibition; HeLa PEG-Prom luciferase reporter, luminescence, overnight; inhibition, % at 20 µM; 360,000 compounds, 1.7% hits; AID 588405;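 active = inhibition of at least 50% at 20 µM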
MITF TRPM1 inh: reduces MITF-dependent TRPM1 promoter luciferase signal; SK-MEL-5 TRPM1 promoter luciferase, 24 h; inhibition, % at 12.5 µM; 330,000 compounds, 0.83% hits;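 active = mean inhibition across replicates of 60% or more, whatever share of single replicates reaches that level; inconclusive = some that reach 60%, reason not given; inactive = mean inhibition across replicates below 60%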; also: values of inactives mirror those of a sister screen read the other way
Starred values were filed as active, the others as inactive; ? = inconclusive; . = no result given. Random draw from the library; overall some 3.5% were active at least once.

molecule | HIF-2a inh | NR2E3 ag-1 | aDG glyco up | Vif imaging | Granule exo inh | CaV13 FRET inh | hiPSC survival | NR2E3 ag-2 | PDI turbidity | Peg3 promoter | MITF TRPM1 inh
COCCOC(=O)c1c(C)nc(SCC(=O)Nc2ccc(C)cc2)c(C#N)c1-c1ccco1 | 18.2 | 0.4 | 0.5 | -3.6 | 1.9 | -0.6 | -3.8 | 1.8 | -7.8 | 11.7 | 4.2
Cc1onc(-c2ccccc2Cl)c1C(=O)NCc1nc(-c2ccc(C(F)(F)F)cc2)no1 | 13.1 | 5.4 | 0.9 | -3.3 | 13.3 | -4.9 | 0.0 | 1.4 | -4.6 | 23.1 | 12.0
CCOc1cc(Br)ccc1S(=O)(=O)NCc1ccccc1 | -6.7 | 6.0 | 0.1 | . | 4.5 | -8.1 | 5.2 | -1.2 | 4.9 | 21.1 | -13.4
CCOc1ccc(-n2c(C)nc3cc(C(=O)NCc4ccc5c(c4)OCO5)ccc32)cc1 | 17.7 | 10.2 | 0.2 | 1.0 | 12.4 | -3.1 | -0.9 | -0.2 | -1.1 | 1.1 | 8.6
Cc1ccc(NC(=O)C2CCN(S(=O)(=O)c3ccc(Cl)c(C(F)(F)F)c3)CC2)nc1 | -92.3 | -16.1 | 0.3 | -6.0 | -1.9 | -2.2 | -0.3 | 1.6 | 0.6 | -99.8 | 3.5
COc1cccc([C@@H]2CC=C(C(=O)O)[C@H](c3ccccc3F)N2S(=O)(=O)c2ccc(C)cc2)c1 | -2.1 | -7.6 | -0.3 | . | -7.1 | -3.6 | 1.9 | -0.6 | 4.0 | 1.4 | 0.6
CCc1nc(NCc2ccccc2)c(C#N)c2c1CCCC2 | 14.9 | -16.8 | 0.0 | -1.0 | -1.3 | 7.8 | -0.4 | 0.7 | -7.1 | 23.5 | 0.8
O=C(NCCN1CCN(c2ccccc2)CC1)Nc1ccccc1Br | 2.1 | -18.2 | 0.0 | -16.9 | 0.7 | -4.1 | -0.5 | . | 0.9 | 24.0 | 9.2
COc1ccc(CNC(=O)CC23CC4CC(CC(C4)C2)C3)cc1OC | -18.9 | -19.6 | -0.1 | -10.0 | -10.5 | -2.8 | -0.2 | 0.7 | -3.5 | -11.8 | -12.9
CCOC(=O)Cn1nc(C)n(-c2ccc(Cl)cc2)c1=O | 6.4 | -5.1 | 0.4 | -5.2 | -2.4 | 2.6 | -1.0 | 2.5 | -2.0 | 6.1 | 6.5
COc1c(OC(C)=O)c(=O)n2c3ccccc3c3ccnc1c32 | 3.9 | -24.3 | -0.4 | 21.1 | 5.1 | . | -1.6 | -3.0 | . | 3.0 | 26.0
CCOC(=O)N1CCN(C(=O)c2cn(C)c3ccc(S(=O)(=O)N(C)C4CCCCC4)cc3c2=O)CC1 | 5.0 | 13.2 | 0.1 | 9.6 | -0.1 | -12.6 | -0.1 | -2.4 | -5.7 | -4.6 | -1.8
Cc1cccc2c1CC(C)(C)N/C2=C\C(N)=O | 23.5 | -15.0 | 0.0 | -4.1 | -5.8 | -1.6 | -2.7 | -1.5 | 0.1 | 10.9 | -21.4
Cc1ccc(-c2ncccc2OC(=O)C23CC4CC(CC(C4)C2)C3)cc1 | -49.8 | 10.4 | -0.1 | 6.3 | 7.4 | -4.9 | -1.2 | 2.0 | -0.8 | -0.9 | 6.9
Cc1ccc(-n2c(=O)c(C#N)cc3c(=O)n4ccccc4nc32)cc1C | 16.7 | 1.2 | -0.3 | -7.3 | 2.2 | -2.8 | -0.8 | 0.6 | -8.4 | 23.9 | 1.4
Cc1ccc(-c2nnc(-c3ccc4ccccc4c3)o2)cc1 | -339.8 | -152.2 | 0.1 | 10.3 | -6.0 | -11.2 | -0.4 | . | 2.9 | -327.1 | -46.8
CS(=O)(=O)c1ccc(Nc2nc(C(N)COCc3ccccc3)cs2)cc1 (stereo not given) | 9.0 | -0.1 | -0.3 | -8.9 | 8.8 | -5.5 | 0.9 | . | -2.0 | 9.7 | .
O=C(O)c1ccc(NS(=O)(=O)c2cc(Cl)ccc2Cl)cc1 | 19.5 | 0.0 | 0.2 | -0.1 | -0.9 | 0.5 | -2.4 | 2.5 | 3.1 | 12.8 | -4.1
COCCNC(=O)C(NC(=O)C1CCCCC1)C(C)C (stereo not given) | 10.2 | -6.7 | 0.0 | -1.4 | -1.5 | -9.4 | 0.3 | -0.6 | -3.8 | 10.2 | -9.8
Cc1ccc(NC(=O)COC(=O)CNC(=O)c2ccc3ccccc3c2)c([N+](=O)[O-])c1 | -3.0 | -16.2 | -0.4 | -0.1 | -1.9 | -18.7 | -0.2 | 0.1 | -1.2 | -2.3 | -5.4
CC(=O)c1cccc(Oc2cc(NN3CCCCC3)c([N+](=O)[O-])cc2[N+](=O)[O-])c1 | 27.1 | -9.3 | -0.3 | -11.4 | -19.3 | -8.3 | 0.4 | 1.8 | -7.0 | 19.4 | -8.0
CSc1ccccc1NC(=O)CN(C)C(=O)c1ccc2c(c1)OCCO2 | -2.2 | -12.0 | 0.0 | -1.5 | -0.6 | -6.6 | 0.1 | 3.9 | -16.4 | -9.8 | -6.3
Cc1nn(C)c(C)c1S(=O)(=O)NC1CCCC1 | 9.6 | 12.2 | 0.0 | -5.4 | ? | -7.3 | -2.3 | 4.3 | 15.9 | -3.2 | -5.9
Cc1cc(N2C(=O)CCC2=O)ccc1NC(=O)c1cccs1 | 15.6 | -5.7 | -0.3 | 12.5 | -2.8 | -4.5 | -0.8 | -1.4 | -21.7 | 3.4 | 18.4
CC(=O)Nc1nnc(SCC(=O)c2ccc(F)cc2)s1 | -63.0 | 3.8 | -0.3 | 4.7 | 0.1 | -7.4 | -0.7 | 0.6 | 1.2 | -42.8 | -17.4
CCCn1nnc(NC(=O)C(C)Oc2ccc(Cl)cc2Cl)n1 (stereo not given) | 4.0 | 4.8 | 0.0 | 3.9 | 4.1 | -3.1 | 1.3 | 1.6 | -5.6 | -20.0 | 2.7
COc1cc(C(=S)N2CCOCC2)ccc1OS(=O)(=O)c1ccccc1[N+](=O)[O-] | -26.1 | -10.5 | 0.1 | -5.0 | -3.8 | -4.8 | -0.2 | -2.2 | 2.9 | -10.2 | -7.3
O=C(OCC(=O)N1CCCc2ccccc21)c1cc(S(=O)(=O)N2CCOCC2)ccc1F | 28.0 | -20.3 | -0.2 | -0.7 | 1.4 | -4.7 | 0.0 | -2.2 | 8.4 | 15.4 | 6.6
CCOc1ccc(C(C)=O)cc1COC(=O)c1cccnc1SC | 8.0 | -0.8 | 0.2 | . | -1.8 | -4.0 | -0.5 | -1.2 | 5.4 | 14.1 | -3.2
C=CCn1c(SCC(=O)c2cc(C)n(C)c2C)nnc1-c1ccncc1 | 15.7 | -12.0 | 0.1 | -1.4 | -0.1 | -6.6 | -0.2 | 1.2 | -12.6 | 19.7 | 4.9
Cc1sc2ncn(CC(=O)OCC(=O)NC(C)(C)C)c(=O)c2c1C | 5.3 | 3.5 | 0.0 | 14.5 | -0.6 | -4.3 | -0.8 | 2.2 | 0.6 | 10.9 | 1.1
CN(C)c1nc(NN)nc(Nc2ccc(F)cc2)n1 | -0.2 | -11.6 | -0.1 | -5.4 | 12.2 | -3.9 | 0.4 | -1.3 | 8.0 | 1.3 | -6.6
Cc1ccc(N2C(=O)c3ccccc3C2C(=O)c2ccc(C)c(C)c2O)cc1 (stereo not given) | -68.5 | -23.3 | 0.1 | 11.6 | 3.8 | -3.9 | 0.1 | -3.0 | -0.2 | -38.9 | -2.8
CCOc1ccc(Cc2nnc(SCC(=O)Nc3ccc(OC)cc3)n(N)c2=O)cc1 | -14.0 | 6.5 | -0.2 | -12.5 | -4.3 | -1.6 | 0.0 | -4.0 | -11.0 | -13.5 | 14.6
O=C(Nc1cccc([N+](=O)[O-])c1)C1CCN(C(=O)Cc2ccccc2)CC1 | 17.5 | -24.8 | -0.2 | -0.7 | -2.3 | -5.3 | -0.4 | -1.8 | -1.4 | 14.3 | -6.4
CC1=C(C(=O)N2CCOCC2)CC(CC(=O)NC2CC2)C(=O)N1Cc1ccccc1 (stereo not given) | 12.3 | -0.1 | 0.1 | 3.1 | -2.9 | -6.2 | -1.3 | . | -3.8 | 0.8 | .
CC(C)n1cc(-c2nc(C(=O)NN)cs2)c(=O)n(Cc2ccccc2)c1=O | 15.5 | -27.1 | -0.1 | -2.4 | 2.3 | -5.3 | -0.5 | 1.2 | 3.7 | 8.1 | -9.5
COc1ccc(CC(=O)NNC(=O)CCC(=O)Nc2cc(C)ccc2C)cc1 | 21.3 | 3.8 | -0.6 | -4.2 | -2.0 | -7.3 | -2.3 | 1.1 | 0.8 | 17.1 | 7.6
Cc1ccc(NCC(=O)N/N=C/c2cccn2C)cc1 | 0.5 | -2.3 | -0.1 | 6.5 | -0.8 | -5.4 | -0.6 | -0.2 | -4.6 | -3.8 | 1.4
CN(C(=O)COc1ccc([N+](=O)[O-])cc1)C1CCS(=O)(=O)C1 (stereo not given) | 9.2 | -14.6 | 0.2 | -0.7 | 0.8 | -4.1 | -0.1 | 1.9 | -5.7 | -3.9 | -1.6
CCCSc1nc(N2CCOCC2)c2c(c1C#N)CC(C)(C)SC2 | 36.8 | -4.2 | -0.2 | -5.3 | -2.4 | . | 22.6* | 0.0 | 0.9 | 19.0 | 1.9
CCC(CC)N1CCN(S(=O)(=O)c2ccc(OC)cc2)CC1 | 21.8 | -0.6 | 0.0 | 8.1 | 9.7 | 1.8 | -0.1 | 2.0 | -0.8 | 18.6 | 1.7
CCn1cc(C(=O)NCc2ccc(C)cc2)c(=O)c2cc(S(=O)(=O)N(C)C)ccc21 | 19.1 | -6.8 | -0.1 | -17.1 | -8.7 | -19.1 | -0.4 | -4.0 | -0.1 | 39.0 | -7.4
C/C(CC(=O)Nc1ccc(Cl)c(C(F)(F)F)c1)=N\NC(N)=S | 12.6 | 5.9 | 0.0 | -3.7 | -3.6 | -3.8 | -2.6 | 0.3 | -15.3 | 3.1 | 6.5
COc1ccccc1CNC(=O)N1CCN(S(=O)(=O)c2ccc(Cl)cc2)CC1 | 17.6 | -6.8 | 0.1 | -5.8 | -10.5 | -18.3 | 0.2 | 1.3 | -3.0 | 10.1 | -0.9
CCCCc1ccc(S(=O)(=O)NC(=O)C2(C)CCN2C(=O)C/C=C/c2ccccc2)cc1 (stereo not given) | 15.5 | -34.5 | -0.2 | 2.9 | -1.3 | -7.0 | 4.2 | . | -16.4 | 11.2 | .
COc1ccc(-c2cc3nc(C)c(CCC(=O)NCc4ccc(F)cc4)c(C)n3n2)c(OC)c1 | 16.3 | 11.6 | 0.4 | 8.2 | -1.9 | -13.3 | 0.3 | -0.2 | -10.0 | -6.7 | 11.1
